# Bioassay records deposited in PubChem BioAssay by several laboratories.
# SKKanGAS inh: inhibitors of SKKanGAS S. pyogenes growth in kanamycin (SK-promoter or general growth effect); BacTiter-Glo, 6 h; inhibition, % at 7.5 µM; 300,000 compounds, 1.3% hits; AID 1662;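 active means mean replicate score, as percent of positive control median, at least 50; inconclusive means mean below 50 but one replicate at or above 50; inactive means mean and every replicate below 50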;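 further: strain carries kanamycin resistance gene driven by streptokinase promoter and grows in 40 µg/ml kanamycin; loss of luminescence reflects streptokinase promoter inhibition or plain growth inhibition; 0% = median of DMSO wells and 100% = positive control at its reference dose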
# IEC-6 tox: counter-screen for KLF5 inhibitors: cytotoxicity in IEC-6 cells | IEC-6 cytotoxicity, luminescence viability | inhibition, % at 5 µM | 290,000 compounds, 0.78% hits | AID 1825; in the data active means inhibition above about 22%;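 further: 0% = plate median of test compound wells and 100% = cytotoxic reference compound wells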
# HSF1 activator: increases HSF-1 driven luciferase reporter signal; 300,000 compounds, 1.7% hits; activation, % at 9 µM; NIH3T3-HGL HSF-1 luciferase reporter, MG132, 8 h; 100% = twice DMSO control signal;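 active means mean replicate activation of at least 50% with a set share of replicates each reaching 50%; inconclusive means only one of those two conditions met; inactive means mean below 50% and too few replicates reaching it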;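 further: 0% = median of the neutral control wells and 100% = twice that signal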
# aSyn UTR inh: MLPCN primary screen, SNCA 5' untranslated region; inhibition, % (tested at 7.5 µM); alpha-synuclein 5'UTR reporter, inhibitor activity; 300,000 compounds, 0.82% hits; in the data active means inhibition above about 60%; inconclusive means no clear call, values can overlap the other calls;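 further: H4 neuroglioblastoma cells stably carrying SNCA 5'UTR luciferase fusion; 0% = DMSO wells and 100% = positive control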
# Platelet DG rel: modulates dense granule release in human platelets; human platelet-rich plasma, SFLLRN dense granule ATP release, luminescence; inhibition, %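 (compounds screened at 7.5 µM in platelet-rich plasma)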; 300,000 compounds, 0.22% hits; AID 1663;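 active means mean replicate score, as percent of positive control, at or above 50; inconclusive means mean below 50 but at least one replicate at or above 50; inactive means mean and every replicate below 50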
# HIF activator: HIF pathway transcriptional activation | activation, % at 7.5 µM (by protocol) | U2OS HRE-luciferase reporter, luminescence; normalized: DMSO 0%, desferrioxamine 100% | 300,000 compounds, 0.32% hits;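 active means mean activation of at least 10% of the iron chelator positive control signal, with at least half of replicates also reaching 10%; inconclusive means mean and replicate majority disagree about reaching 10%; inactive means mean and most replicates under 10%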
# AI-2 QS modul: modulates the Vibrio harveyi AI-2 quorum sensing system; AID 2094; activity change, % at 7.5 µM; 300,000 compounds, 0.4% hits; Vibrio harveyi JMH597 AI-2 luminescence/OD600 ratio, 9 h; active compounds read low; strain lacks LuxN and CqsS sensors; 0 = neutral-control median; in the data active means activity change below about -75%, passing the limit was not always enough; inconclusive means no clear call, values can overlap the other calls;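 further: luminescence divided by OD600 gain over 9 h not by final OD600 alone; inactives centre near 13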
# HSF1 inhib: HSF1 inhibition; AID 2098; NIH3T3-HGL HSE-luciferase, MG132-induced, luminescence 8 h; active compounds read low; activity change, negative = inhibition, % at 7.5 µM (by protocol); 300,000 compounds, 0.77% hits;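 active means more than half of replicate wells show activity change below -50%, luminescence cut by over half; inconclusive means some wells, but at most half, below -50%; inactive means no replicate well below -50%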;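 further: luciferase reports HSF-1 transcriptional activity via heat shock element; 0% = median of DMSO wells and -100% = zero luminescence signal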
# KLF5 inhibitor: suppresses KLF5 promoter-driven expression; DLD-1 KLF5 promoter-luciferase reporter, luminescence; inhibition, % at 5 µM; 290,000 compounds, 0.23% hits; AID 1700;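 active means inhibition above a per-plate limit of that plate's mean compound inhibition plus 3 SD, cut at about 60% in these data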;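 further: 0% = DMSO wells and 100% = LY294002 at 200 µM; higher means less KLF5 promoter-driven luciferase light; inactives centre near -14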
# HSP90 inh: blocks HSP90-mediated luciferase refolding in reticulocyte lysate | Rabbit reticulocyte lysate, luciferase refolding luminescence, 3 h | inhibition, % at 5.6 µM | 290,000 compounds, 0.91% hits;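 active means inhibition above the screen-wide mean plus 3 SD, computed separately per campaign, cut at about 16% in these data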;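 further: 0% = DMSO wells and 100% = 60 µM geldanamycin wells; inhibitors lower the luminescence because luciferase stays unfolded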
# The depositor's hits bear a star; ? = inconclusive; / = not tested or not shown.
# Values run as follows: SKKanGAS inh, IEC-6 tox, HSF1 activator, aSyn UTR inh, Platelet DG rel, HIF activator, AI-2 QS modul, HSF1 inhib, KLF5 inhibitor, HSP90 inh
> O=C(O)COCC(=O)Nc1ccc(Oc2ncnc3cc(Cl)ccc23)nc1
  -3, 3, 13, -11, 1, 0.0, 26, 10, 10, 2
> O=C(NCc1cccnc1)c1cn(-c2ccccc2)nc1-c1ccccc1
  1, -1, -3, -54, -6, 1.5, 10, 2, -28, 0
> C=CCC1(NCc2ccco2)CCN(CC)CC1
  1, -2, 3, -4, 0, 0.4, 6, 1, -20, -1
> CC1CCCCN1C(=O)Cn1c(=O)oc2cc(S(=O)(=O)N3CCCCC3)ccc21 (configuration not stated)
  -3, -1, 5, 3, -11, 0.1, 28, -9, 0, -5
> N#Cc1ccc(CO/N=C/c2ccccc2)cc1
  5, 0, 36, -95, -3, 2.0, -60, 17, -46, 2
> Cc1nc(C(=O)NC2CCCCC2)sc1C1(C)CC(c2cccc([N+](=O)[O-])c2)=NO1 (configuration not stated)
  19, /, -6, 28, 10, 0.3, 7, 1, /, /
> c1ccc2c3c([nH]c2c1)C1(CCCCC1)NCC3
  4, 0, 4, 9, 2, 0.2, 42, -8, -40, 2
> CCC(=O)N1CCc2cc(S(=O)(=O)NC(Cc3ccccc3)C(=O)O)ccc21 (configuration not stated)
  -1, -1, -13, 10, 8, 0.4, /, -9, -14, -2
> CC(C)c1nnc(NC(=O)CCC(=O)NC2CCCc3ccccc32)s1 (configuration not stated)
  2, -6, 0, -26, 1, 0.2, 23, 1, -16, 3
> COC(=O)c1c(NC(=S)NN2CCN(C)CC2)sc2c1CCC(C)C2 (configuration not stated)
  31, -3, 24, -29, 6, -0.1, 26, -3, 18, -4

# Fetched by structure from the list above (7):
# Values run as follows: SKKanGAS inh, IEC-6 tox, HSF1 activator, aSyn UTR inh, Platelet DG rel, HIF activator, AI-2 QS modul, HSF1 inhib, KLF5 inhibitor, HSP90 inh
> O=C(O)COCC(=O)Nc1ccc(Oc2ncnc3cc(Cl)ccc23)nc1
  -3, 3, 13, -11, 1, 0.0, 26, 10, 10, 2
> COC(=O)c1c(NC(=S)NN2CCN(C)CC2)sc2c1CCC(C)C2 (configuration not stated)
  31, -3, 24, -29, 6, -0.1, 26, -3, 18, -4
> CCC(=O)N1CCc2cc(S(=O)(=O)NC(Cc3ccccc3)C(=O)O)ccc21 (configuration not stated)
  -1, -1, -13, 10, 8, 0.4, /, -9, -14, -2
> Cc1nc(C(=O)NC2CCCCC2)sc1C1(C)CC(c2cccc([N+](=O)[O-])c2)=NO1 (configuration not stated)
  19, /, -6, 28, 10, 0.3, 7, 1, /, /
> CC1CCCCN1C(=O)Cn1c(=O)oc2cc(S(=O)(=O)N3CCCCC3)ccc21 (configuration not stated)
  -3, -1, 5, 3, -11, 0.1, 28, -9, 0, -5
> N#Cc1ccc(CO/N=C/c2ccccc2)cc1
  5, 0, 36, -95, -3, 2.0, -60, 17, -46, 2
> CC(C)c1nnc(NC(=O)CCC(=O)NC2CCCc3ccccc32)s1 (configuration not stated)
  2, -6, 0, -26, 1, 0.2, 23, 1, -16, 3

# New compounds follow.
# Values run as follows: SKKanGAS inh, IEC-6 tox, HSF1 activator, aSyn UTR inh, Platelet DG rel, HIF activator, AI-2 QS modul, HSF1 inhib, KLF5 inhibitor, HSP90 inh
> O=C(OCn1nnc2ccccc2c1=O)c1ccc2c(=O)n3c(nc2c1)CCC3
  19, 0, /, 0, -2, 0.0, 7, /, -6, 3
> COc1ccc(CN(C(C)=O)c2cccc(C)c2C)cc1
  4, -3, /, 6, 2, 0.9, 6, /, -17, -1
> Cc1cc(C)cc(OCc2ccc(C(=O)O)o2)c1
  -2, 7, 7, -5, -3, -0.1, 25, 1, -29, 4
> O=C(CO/N=C/c1ccc(OC(F)F)cc1)NC1CCCCC1
  -5, -1, -6, 0, 10, -0.6, -3, 5, 17, 4
> Cc1c(NC(=O)c2ccc(S(=O)(=O)N3CCOCC3)cc2)c(=O)n(-c2ccccc2)n1C
  -3, -2, -17, 2, -5, -1.1, -3, 1, -16, -3
> O=C(N/N=C/c1ccc(Br)s1)c1c[nH]c2ccccc12
  2, -3, 56*, -152, -7, 2.6, -77*, 33, -42, -3
> Cc1cc(NS(=O)(=O)c2cccc([N+](=O)[O-])c2)no1
  8, -2, 0, -3, -11, -0.1, 35, -2, -66, 15
> Cc1ccc(NC(=O)c2ccc(NC3=NC4CS(=O)(=O)CC4S3)cc2)cc1 (configuration not stated)
  -7, -1, 22, -4, -23, 0.2, 8, 14, -33, -1
> C=CCOC(=O)CCCC(=O)NC1CCCCC1
  -7, -3, -2, 3, 7, 0.0, 28, 1, -13, -1
> O=C(c1ccccc1)c1cnc(-c2ccc(Cl)cc2)s1
  8, 4, 14, -20, 3, -3.7, 31, 10, -75, 3
> CCCCN1C(=O)C2C3C=CC(C2C1=O)C1C2C(=O)N(CCCC)C(=O)C2C31 (configuration not stated)
  1, 2, -26, 15, -12, 0.3, 4, -3, -16, -3
> CCOC(=O)N1CCN(C(=O)c2ccc3c(=O)n(Cc4ccccc4OC)c(=S)[nH]c3c2)CC1
  10, -7, 12, -7, -2, 0.2, 33, -3, -11, -1
> CCCCC(=O)Nc1ccc2c3c(cccc13)C(=O)N2CC
  -5, 7, 14, -9, -4, -0.1, 14, 9, 11, 0
> COc1cc(CNCCO)cc(Cl)c1OCc1ccccc1Cl
  0, 6, -8, -3, 1, -0.3, 0, -1, -27, 0
> O=C(NC(Cc1ccccc1)C(=O)O)c1ccccc1 (configuration not stated)
  -3, 2, 11, 7, 1, -0.1, 5, -10, 8, 2
> COc1cccc(NC(=O)CC2Oc3ccccc3NC2=O)c1 (configuration not stated)
  1, 8, -7, -4, 7, 1.7, 23, 6, -26, 5
> COc1cccc(CNc2ccc(N3CCC(C)CC3)cc2)c1OC
  6, -1, -26, -31, 1, -1.4, 12, -29, 17, 1
> CC(C)n1c(CCC(=O)O)ccc1-c1ccccc1
  -1, -6, 6, 6, -15, 0.1, -9, 4, -21, 0
> Cc1cccc(OCc2nnc(SCC(=O)Nc3nccs3)o2)c1
  1, 3, ?, -12, -11, 3.3, -4, 30, 6, 0
> Cc1c(C#N)sc(C(N)=O)c1C
  -4, 4, -16, 10, -5, 0.1, 14, -1, -21, 3
> O=C(CC(=O)Nc1ccc(Cl)cc1Cl)Nc1ccc(Cl)cc1Cl
  -3, 0, -40, 17, 1, -0.4, 15, -27, -20, -1
> COc1cccc(NC(=O)CN(C)C(=O)CC2CC3CCC2C3)c1 (configuration not stated)
  -6, /, 7, -21, 5, 2.1, 24, 5, /, /
> O=C(c1cc2nc(-c3ccc(F)cc3)cc(C(F)(F)F)n2n1)N1CCOCC1
  /, 2, /, /, /, /, 33, /, -8, 1
> CC(C)CC(c1nnnn1Cc1ccco1)N1CCN(C2CCCC2)CC1 (configuration not stated)
  2, 3, 9, -22, -4, 0.4, 19, -1, -5, -1
> Cc1cc(=O)c(C(=O)O)cn1Nc1ccc(Cl)cc1
  65*, -4, 15, 3, -8, -43, 25, -6, -24, -2
> O=C(CSc1nc2ccc(NC(=O)CSc3nnnn3Cc3ccccc3)cc2s1)Nc1ccccc1
  5, -2, 15, -18, 1, 0.1, 5, 7, -27, -1
> Cc1cc(C)cc(-n2nnc(C(=O)NCc3ccccc3)c2N)c1
  4, 3, -4, -10, -2, -0.4, 11, 0, -22, 0
> COc1ccccc1NC(=O)c1ccccc1SC
  0, 6, 1, 4, 14, -0.6, 14, 3, -19, 2
> O=C(NCCN1CCNC1=O)C1CCC(=O)N(CCc2ccc(Cl)cc2)C1 (configuration not stated)
  -1, -8, 12, -4, -10, -0.5, 16, 7, -4, 0
> CCCOc1ccc(NC(=O)CC2C(=O)N(Cc3ccccc3)C(=S)N2Cc2cccs2)cc1 (configuration not stated)
  27, 2, 34, 11, -10, 0.2, 22, 16, -26, -1

# (more compounds)
smiles | SKKanGAS inh | IEC-6 tox | HSF1 activator | aSyn UTR inh | Platelet DG rel | HIF activator | AI-2 QS modul | HSF1 inhib | KLF5 inhibitor | HSP90 inh
COc1ccccc1NC(=O)C1=C(C)Nc2nnnn2C1c1cccc(Br)c1 (configuration not stated) | -5 | -3 | 7 | -6 | 0 | -0.4 | 19 | -9 | -35 | 3
CCOC(=O)Cc1nnc(NC(=O)C23CC4CC(CC(C4)C2)C3)s1 | 6 | -22 | 12 | -23 | -5 | 0.2 | 29 | 4 | 3 | 1
COc1cccc2cc(C(=O)NCc3ccc(Cl)cc3)c(=O)oc12 | 1 | -2 | 11 | 4 | -8 | -0.3 | 15 | -6 | 23 | -4
CCOC(=O)c1ccc(NC(=O)CCS(=O)(=O)c2ccc(Br)s2)cc1 | 2 | 4 | 117* | 7 | -7 | -0.9 | 8 | 48 | -25 | 7
Cc1ccc(S(=O)(=O)N(Cc2ccc(F)cc2)C(=O)N2CCN(C)CC2)cc1 | -10 | / | -1 | 8 | 13 | -0.2 | 23 | 1 | / | /
COc1cc(C(=O)ON=C2C=C(C)C(=O)C(C)=C2)cc(OC)c1OC | -8 | 8 | 37 | -3 | -17 | -1.1 | 11 | 7 | -16 | 8
Cc1ccc(CNC(=O)C2CC(=O)N(CCC(C)C)C2)cc1 (configuration not stated) | -1 | -16 | 5 | 4 | 13 | -0.6 | 5 | -1 | -13 | 0
Cn1c(=O)c(=O)n(C)c2cc(S(=O)(=O)N3CCCC3C(=O)Nc3ccccc3F)ccc21 (configuration not stated) | -7 | -3 | -2 | -19 | 19 | -0.2 | 17 | 1 | -11 | -8
CCOC(=O)N1CCN(CC(=O)Nc2ccc(Oc3ccccc3)cc2)CC1 | 9 | -4 | -14 | 18 | 13 | -0.6 | -47 | -7 | -29 | 1
COc1ccc(N2C(=O)CC(N3CCN(c4ccc(C(=O)c5cccnc5)cc4)CC3)C2=O)cc1 (configuration not stated) | 16 | 0 | 8 | -2 | 7 | 0.1 | 21 | 0 | 11 | 2
Cc1ccc(C)c2nc(SCC(=O)Nc3ccc4c(c3)OCO4)c(C#N)cc12 | -5 | -3 | -13 | 9 | 0 | -0.2 | 5 | -2 | -5 | -2
Cc1c(Cl)cccc1NC(=S)Nc1ccccn1 | -2 | 7 | 35 | -37 | 1 | 1.2 | 25 | 27 | -8 | 0
CCCCNc1nc(-c2ccccc2)cc(C(F)(F)F)c1C(N)=O | 6 | 2 | -4 | 5 | -2 | -0.5 | 0 | 2 | -43 | 1
COc1ccc(NS(=O)(=O)c2ccc(NC(=O)Cc3cccs3)cc2)cc1 | -4 | 2 | -1 | 1 | 1 | 0.1 | -40 | 5 | -21 | 2
COc1ccc(CC(=S)N2CCOCC2)cc1OC | 1 | -2 | -4 | 12 | -1 | -0.4 | 19 | -3 | -27 | -4
